Assay outcomes from PubChem BioAssay.
PERK inh: blocks human PERK kinase; CHO PERK-DD fusion, SEAP luminescence translation reporter; 0.17% of 220,000 active; Q9NZJ5; AID 1416; inhibition, % at 5.6 µM;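 active means inhibition above the mean inhibition of all tested compounds plus 3 SD, set separately per screening campaign, cut at about 2.9% in these data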;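 further: PERK kinase domain activated by AP20187 dimerizer at 100 nM; 0% = DMSO with dimerizer and 100% = rapamycin at 8.4 µM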
S1P4 agonist: agonists of human S1P4 receptor | O95977 | S1P4-expressing cell line, agonist reporter assay | activation, % at 4.98 µM | 0.35% of 220,000 active | AID 1509; in the data active means activation above about 11%;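 further: 0% = DMSO vehicle and 100% = reference agonist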
Target sequence (O95977 whole entry, looked up): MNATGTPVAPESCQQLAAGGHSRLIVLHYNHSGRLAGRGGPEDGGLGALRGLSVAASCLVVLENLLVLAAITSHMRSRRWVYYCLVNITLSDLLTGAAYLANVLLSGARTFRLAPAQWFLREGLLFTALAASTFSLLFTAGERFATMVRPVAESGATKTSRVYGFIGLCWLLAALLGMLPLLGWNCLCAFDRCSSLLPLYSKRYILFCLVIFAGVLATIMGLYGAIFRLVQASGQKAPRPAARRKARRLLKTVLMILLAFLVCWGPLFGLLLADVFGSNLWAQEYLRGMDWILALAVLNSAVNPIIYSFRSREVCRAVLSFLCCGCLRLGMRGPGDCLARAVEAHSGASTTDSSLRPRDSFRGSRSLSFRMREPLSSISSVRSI
Wee1 degr inh: human Wee1 degradation inhibition, primary screen; P30291; HeLa Luc-Wee1K328M stability, luciferase luminescence; 100% = proteasome inhibitor MG132 effect; reporter increase, % at 5 µM; 1.2% of 220,000 active; AID 1321;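 active means activation above the mean of all tested compounds plus 3 SD, set per screening run, cut at about 8.8% in these data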;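 further: cells exposed to compound for 20 h before luminescence read; 0% = DMSO alone and 100% = MG132 at 30 µM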
Target sequence (P30291 whole entry K328M): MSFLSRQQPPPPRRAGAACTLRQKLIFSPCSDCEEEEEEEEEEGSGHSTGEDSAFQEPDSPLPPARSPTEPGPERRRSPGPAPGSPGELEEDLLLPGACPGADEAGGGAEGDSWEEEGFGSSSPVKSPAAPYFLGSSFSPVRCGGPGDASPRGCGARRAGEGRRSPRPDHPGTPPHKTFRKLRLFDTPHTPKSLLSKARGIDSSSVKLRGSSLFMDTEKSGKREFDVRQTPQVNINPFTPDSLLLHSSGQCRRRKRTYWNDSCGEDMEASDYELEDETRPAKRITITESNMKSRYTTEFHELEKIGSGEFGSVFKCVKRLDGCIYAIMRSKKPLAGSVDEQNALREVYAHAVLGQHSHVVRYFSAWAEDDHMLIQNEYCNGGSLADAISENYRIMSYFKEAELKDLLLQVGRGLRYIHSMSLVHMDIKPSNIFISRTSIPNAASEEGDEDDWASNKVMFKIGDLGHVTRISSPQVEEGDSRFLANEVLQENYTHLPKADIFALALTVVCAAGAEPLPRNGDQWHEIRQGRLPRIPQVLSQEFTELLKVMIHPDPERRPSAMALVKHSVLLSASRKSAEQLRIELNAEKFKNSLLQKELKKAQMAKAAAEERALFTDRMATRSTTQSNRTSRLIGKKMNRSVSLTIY
MDM2 E3 inh: blocks human Mdm2 ubiquitin ligase activity; AID 1230; signal enhancement, % at 5 µM; Q00987; cell-based MDM2 ubiquitination luciferase reporter, 2 h; 0 = plate control, 100 = twice control, blank-subtracted; 0.11% of 210,000 active;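 active means signal enhancement of 30% or more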;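 further: luminescence tracks abundance of the self-degrading MDM2-luciferase fusion protein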
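Material: stable MDM2–luciferase fusion reporter cells / Quantity: 2000 cells/well / Dosing: single 5 µM compound dose, 0.2% final DMSO / Buffer or medium: DMEM / Schedule: 4 h cell settling then 2 h compound exposure, 37 °C / Detection: luminescence with SteadyLite reagent, 15 min at room temperature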
S1P4 antagonist: human S1P4 receptor antagonism; O95977; S1P4-expressing cells, antagonist mode, reporter read-out; inhibition, % at 4.98 µM; 0.26% of 220,000 active; in the data active means inhibition above about 29%;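 further: 0% = wells stimulated with agonist and 100% = vehicle wells without agonist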
Ba/F3 V617F tox: loss of viability in JAK2V617F-driven Ba/F3 cells. Ba/F3 EpoR-JAK2V617F viability, ATP luminescence. inhibition, % at 5.6 µM. 1.1% of 220,000 active. AID 1446;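 active means inhibition above the campaign mean plus 3 SD over all tested compounds, cut at about 24% in these data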;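 further: cytokine-independent growth of Ba/F3 cells driven by EpoR plus mutant JAK2; 0% = DMSO-treated cells and 100% = JAK inhibitor I control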
NPY2 pot ag: potentiates or activates human NPY-Y2 receptor | P49146 | cells expressing NPY-Y2, potentiator/agonist read-out | activation, % at 3.6 µM | 0.45% of 220,000 active | AID 1359; in the data active means activation above about 27%;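 further: cells stimulated with NPY near EC25 plus isoproterenol at EC100; 0% = vehicle plus submaximal agonist and 100% = vehicle plus saturating agonist; some results beyond the cut were filed as inactive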
BaF3 parental: counter-screen for JAK2V617F inhibitors: parental Ba/F3 viability inhibitors | CellTiter-Glo ATP luminescence | inhibition, % at 5.6 µM | 1.1% of 220,000 active;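 active means inhibition above a per-campaign cutoff, the mean inhibition of all tested compounds plus 3 SD, cut at about 27% in these data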;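 further: 0% = DMSO wells and 100% = JAK Inhibitor I control wells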
eIF4E-4G inh: eIF4E/eIF4G interaction inhibition in translation initiation; inhibition, % at 21.7 µM; 0.37% of 220,000 active; TR-FRET eIF4E-eIF4GI(517-606) binding, 2 h; AID 782; P63073+Q04637;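 active means inhibition above about 30%, limit read from the data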;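 further: 0% = full FRET control wells and 100% = background wells lacking eIF4GI fragment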
* hit, by the source's call; . = no result given; [ ] = another dose, or the depositor's remark.

SMILES	PERK inh	S1P4 agonist	Wee1 degr inh	MDM2 E3 inh	S1P4 antagonist	Ba/F3 V617F tox	NPY2 pot ag	BaF3 parental	eIF4E-4G inh
COc1cc(CNn2c(C)n[nH]c2=S)cc(Br)c1OCc1ccc(F)cc1	-0.3	1.6	-3	1	-13	-1	6	3	-4
Cc1cc(C)c2c(N)c(C(=O)c3ccc(Cl)cc3)sc2n1	0.0	1.9	1	6	-25	-1	6	4	3
O=C(N/N=C1\CCc2ccccc21)c1ccccc1Cl	0.1	-0.3	1	0	-9	1	-3	7	4
COc1ccc(CN(CCC#N)C(=S)NC(=O)c2ccccc2)cc1	-0.3	1.1	-2	-16	-11	-2	9	0	6
COC(=O)c1ccc(CN2C(=O)C3CCCCC3C2=O)o1 (stereo not drawn)	0.2	-1.0	-2	8	-15	2	0	2	1
CCOC(=O)C1(C)NC(c2cccs2)C2C(=O)N(c3ccc(C)cc3)C(=O)C21 (stereo not drawn)	-0.1	0.2	-3	-16	-3	1	-2	3	4
O=C1N/C(=C/c2ccc(Br)cc2)C(O)=C1C=NCc1ccccc1	0.7	1.2	5	2	-6	-1	2	6	-4[fluorescence artefact?]
COc1ccc(C(CC(=O)O)NC(=O)C2CCCCC2)cc1 (stereo not drawn)	0.3	1.7	-1	-27	-12	1	12	2	3
Cc1ccc2nc(SCc3ccc([N+](=O)[O-])cc3)nc(C)c2c1	0.8	1.3	0	3	-13	-1	-6	3	0
CCCCc1ccc(-c2ccc(Br)cc2)nc1	0.1	0.0	0	-43	-17	0	4	7	2
CC(Oc1ccccc1)C(=O)Nc1nnc(C2CCCCC2)s1 (stereo not drawn)	0.5	2.5	4	4	-11	-3	5	1	1
Clc1nc2ccccc2cc1-c1nnn(-c2ccccc2)n1	0.5	-0.9	0	.	10	3	-25	1	-1
O=S(=O)(NCC1CCCO1)c1cnc(Cl)c(Br)c1 (stereo not drawn)	0.1	-0.8	2	1	0	18	5	7	2
N/C(Cc1ccc([N+](=O)[O-])cc1)=N\OC(=O)COc1ccccc1Cl	0.1	4.9	-1	-6	-14	-4	-25	5	-2
O=C1CC(c2ccccc2)c2c(O)cc(O)cc2O1 (stereo not drawn)	1.2	-0.6	-1	-11	-50	-5	14	2	6
CC(=O)Nc1cccc(NC(=O)c2ccc(C)c([N+](=O)[O-])c2)c1	-0.4	-2.0	0	-8	0	3	0	1	0
Cc1ccc(S(=O)(=O)N2N=C3CCCCC3C2(O)C(F)(F)F)cc1 (stereo not drawn)	-0.1	-2.2	5	3	-2	7	-18	10	-4
CC(O)CNc1ccc([N+](=O)[O-])cc1S(=O)(=O)N1CCOCC1 (stereo not drawn)	1.4	2.7	-1	-10	6	-1	4	6	4
O=C1C(C2=C(O)c3ccccc3C2=O)=Nc2ccccc21	-0.9	-0.2	-1	7	18	-1	12	4	5[fluorescence artefact?]
O=C(CSC1=NC(=O)C(c2ccccc2)C(=O)N1)Nc1cccc(Cl)c1 (stereo not drawn)	0.3	-1.1	0	-23	-63	-4	-12	-2	1

Reprinted from the part before: 2 compounds; new compounds follow.
SMILES	PERK inh	S1P4 agonist	Wee1 degr inh	MDM2 E3 inh	S1P4 antagonist	Ba/F3 V617F tox	NPY2 pot ag	BaF3 parental	eIF4E-4G inh
O=C1C(C2=C(O)c3ccccc3C2=O)=Nc2ccccc21	-0.9	-0.2	-1	7	18	-1	12	4	5[fluorescence artefact?]
O=C(CSC1=NC(=O)C(c2ccccc2)C(=O)N1)Nc1cccc(Cl)c1 (stereo not drawn)	0.3	-1.1	0	-23	-63	-4	-12	-2	1
C[C@H](NC(=O)Cn1cncn1)c1ccccc1	0.5	-1.0	-4	-5	0	-2	6	-2	0
COc1ccc(Br)cc1C1SCCN1S(C)(=O)=O (stereo not drawn)	-0.8	-0.2	-2	-12	-19	1	-8	1	4[fluorescence artefact?]
O=C(NNC(=O)c1cc(OCC(F)(F)F)ccc1OCC(F)(F)F)c1cccc(C(F)(F)F)c1	-0.4	-0.3	0	6	-14	-1	-4	4	-1
CCOC(=O)CSCC(=O)Nc1c(C(=O)C2CC2)oc2ccccc12	-0.5	-1.8	0	3	-9	-1	-10	1	4[fluorescence artefact?]
Cc1cccc(NCC(=O)N/N=C/c2ccc(Br)cc2)c1	2.7	-0.7	2	-7	10	-3	-5	3	1
O=C(Nc1cccc(F)c1)Nc1ccc2c(c1)C(=O)OC2	0.2	0.9	0	.	0	2	-13	-10	8
Cc1cc(C)nc(-n2nc(C)c(C3(O)C(=O)Nc4ccc(F)cc43)c2N)n1 (stereo not drawn)	1.4	-1.1	2	-15	-19	-5	18	3	0
COc1ccc(CCN2C(=O)CN=C2Nc2ccc(F)cc2)cc1OC	0.1	1.9	-3	-12	-9	-1	2	2	-1
NCC(c1ccccc1)(c1ccccc1)c1ccccc1	-1.0	-0.2	-3	-7	-4	0	3	3	4
S=C(NCCc1ccccc1)Nc1cccc2cnccc12	0.5	1.8	3	-27	-15	17	13	42*	-2
O=C(Nc1cccc(-c2cn3cccnc3n2)c1)c1cccs1	-0.2	-0.4	-2	-3	-3	3	2	8	6
OCCC1CN(Cc2cnc(N3CCCC3)s2)CCN1C1CCCC1 (stereo not drawn)	1.0	1.7	-2	-8	-9	0	1	3	-1
CCOc1ccc(/C=C2/Sc3ccc(C(=O)N4CCN(C(=O)c5ccco5)CC4)cc3N(C)C2=O)cc1OC	-0.7	-1.5	3	-4	22	6	-28	13	-4
Cc1ccc(Cc2cnc(NC(=O)c3ccco3)s2)cc1	-0.3	3.8	0	-21	-20	-2	0	4	-14
O=C1C(=O)N(c2ccccc2)C(c2ccccc2[N+](=O)[O-])/C1=C(\O)c1ccccc1 (stereo not drawn)	0.8	1.2	-1	-5	-4	0	4	6	0
OCCNCCCCCOc1ccc(F)cc1	0.3	1.4	-1	-11	-8	2	0	2	9
COC(=O)c1ccc(C)c(NC(=O)CN2C(=O)c3ccccc3S2(=O)=O)c1	0.2	-1.0	1	12	-4	-4	-4	1	-2
Cc1cc(C)c(S(=O)(=O)/N=C2\C=CC(=O)C(Cl)=C2)c(C)c1	1.3	-0.6	-1	-31	6	-2	10	8	4[fluorescence artefact?]
CCOC(=O)C1CCCN(C(=S)Nc2ccc(F)cc2)C1 (stereo not drawn)	-0.6	0.4	-2	-8	-10	2	-4	9	2
Cc1ccc(C)c(-n2c(SCC(=O)N3CCC(C(=O)O)CC3)nnc2-c2cccc(Cl)c2)c1	-0.3	0.9	3	-2	-15	1	-1	6	-1
O=C(COC(=O)/C=C/c1cccc(C(F)(F)F)c1)NC(c1ccccc1)c1ccccc1	1.6	0.5	0	1	-8	-1	9	5	1[fluorescence artefact?]
O=C(O)/C=C/C(=O)NCCCc1ccccc1	0.8	1.2	-1	2	-10	-4	8	-2	3
COc1ccc(OC)c(NC(=O)CSc2nnc(Cc3cccn3C)n2CCc2ccccc2)c1	-0.2	1.8	0	-9	-13	-2	2	0	-3[fluorescence artefact?]
CCCC(c1nnnn1CCOC)N1CCN(Cc2ccccc2)CC1 (stereo not drawn)	-0.3	-0.2	0	4	-2	2	5	6	7
Cc1ccc(NC(=O)c2cc(N3C(=O)CCC3=O)ccc2N2CCOCC2)cc1	0.3	-1.8	-2	-4	8	-3	-7	-4	-1
COC(=O)c1c(NC(NC(=O)C(C)(C)C)C(Cl)(Cl)Cl)sc2c1CCC2 (stereo not drawn)	-0.8	-0.9	-2	-2	1	2	-6	0	7
Cc1c(N2C(=O)/C(=C/c3cccc4ccccc34)SC2=S)c(=O)n(-c2ccccc2)n1C	0.5	0.3	0	.	-12	-3	-2	6	.
O=c1[nH][nH]c(C(F)(F)F)c1/C=N/N1CCOCC1	0.0	0.6	-2	1	-17	-1	-4	2	2
COc1ccccc1OCC(=O)NCCSCc1ccc(Cl)cc1	-0.1	-0.6	4	-9	-4	2	-7	6	-3
CNc1cc([N+](=O)[O-])ccc1OCc1ccccc1	1.1	0.6	-1	.	-6	-2	-5	-5	1
CCC(C)(C)n1nnnc1C(c1ccc2ncccc2c1)N1CCN2CCCC2C1 (stereo not drawn)	-0.5	-0.4	-1	7	8	-3	-1	-2	-4[fluorescence artefact?]
CCO[C@@H]1OC(C(=O)N2CCN(Cc3ccccc3)CC2)=C[C@H](c2coc3ccccc3c2=O)[C@H]1CCCO	1.8	-2.5	0	.	-2	-4	-24	0	4
COc1cccc(NC(=O)COC(=O)Cc2ccc(Cl)cc2)c1	-0.1	-1.4	2	6	5	-2	-4	5	1
Cn1c(=O)cc(OCCCC(=O)Nc2ccccn2)c2ccccc21	-0.5	-1.6	0	2	-30	-4	3	1	4[fluorescence artefact?]
CCC(C)NC(=O)c1ccc(CS(=O)(=O)c2ccc(OC)cc2)o1 (stereo not drawn)	0.4	1.3	1	-10	-13	-3	12	2	-4
CC(C)N(C(=S)Nc1cccc(C(F)(F)F)c1)C(C)c1ccccn1 (stereo not drawn)	0.3	2.1	1	-7	-10	-4	15	4	1
Cc1c(Cl)c(C(F)(F)F)nn1CC(=O)NN	0.7	-1.6	-1	-1	7	1	-4	7	-7
O=S(=O)(c1ccc2c(c1)OCCO2)N1CCc2ccccc21	1.5	1.9	-1	-5	-14	4	0	6	1
COc1ccc(C(=O)Nc2nc3ccc(S(C)(=O)=O)cc3s2)cc1	0.3	-0.4	6	-5	-10	-2	17	1	-5
O=C(COC(=O)CNC(=O)c1ccccc1)Nc1ccc(F)c([N+](=O)[O-])c1	0.8	2.8	1	-8	-13	-1	3	5	-4
COc1ccc(C(CC(=O)O)NC(C)=O)cc1OC (stereo not drawn)	1.3	-0.5	3	-8	4	3	-10	1	5
N#C/C(=C\c1cccs1)C(=O)NCc1ccco1	0.7	1.0	-2	-3	-5	-3	14	3	2
COc1ccc(-c2[nH]ncc2CN(CCO)Cc2cccs2)c(F)c1	1.4	-1.6	1	-12	2	0	-1	10	1
C#CCN1CC(C)/C(=N/O)CC1C (stereo not drawn)	0.4	2.3	-2	-7	-9	0	4	6	4
COCCOC(=O)/C(C#N)=C/c1cn(Cc2ccccc2)nc1-c1cccnc1	0.3	-0.1	-2	-9	2	0	8	2	-9
O=C(NCc1ccc(F)cc1)c1nc(-c2cccs2)no1	1.1	2.2	4	-7	-9	-1	-10	7	-2
Cc1nnc(NC(=O)CSc2nc3c(c(=O)n2CCc2ccccc2)SC(C)C3)s1 (stereo not drawn)	0.3	-1.1	1	-7	-10	-2	4	-1	1
O=C(NCc1ccccc1)NC(O)C(Cl)(Cl)Cl (stereo not drawn)	0.2	0.9	2	2	-18	1	2	10	0
COC(=O)c1ccc(COc2ccc3c(C)c(C)c(=O)oc3c2)o1	0.2	0.3	2	7	-1	-1	4	-1	2
Cc1cccc(NC2=Nc3ccccc3N3C2=Nc2c(c(C)nn2-c2ccccc2)C3c2ccc(O)c(O)c2)c1 (stereo not drawn)	1.0	-1.0	1	-4	5	-1	-12	6	11[fluorescence artefact?]
CCC1(C)Cc2c(sc3c2c(=O)n(C)c2nnc(SCCc4ccccc4)n32)CO1 (stereo not drawn)	-0.1	2.1	0	-6	-26	0	-8	1	3[fluorescence artefact?]
Cc1nn(-c2ccc(F)cc2)c2sc(C(=O)OCC(=O)N3CCC(C)CC3)cc12	0.0	-0.7	4	-16	-10	3	-4	10	3
O=C(CCNC(=O)c1ccccc1Cl)Nc1nc2ccccc2s1	-0.1	1.4	7	-6	-17	-2	-1	4	1
